From PubChem
M. tuberculosis HTS = M. tuberculosis growth inhibition, HTS (AID 449762). M. tuberculosis H37Rv growth inhibition, 7H9 media; higher % means a stronger effect. actives 0.59% (n = 330,000). inhibition, % at 25 µM, or IC50 in µM where a hit was titrated; in the data active = a potency from the dose series; inconclusive = inhibition above about 70% without an active follow-up result;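 also: bacterial growth assessed after seven days of incubation; strong numbers were not always called active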
tuberculosis growth = growth inhibition of non-replicating M. tuberculosis (AID 488890) | inhibition, % at 25 µM; hits with a dose series show IC50 in µM | actives 0.39% (n = 320,000) | Mycobacterium tuberculosis non-replicating, growth inhibition; higher % means a stronger effect; in the data active = a potency from the dose series; inconclusive = inhibition mostly from about 82% at the one dose, without a potency; inactive = the rest, 99 in 100 with inhibition below about 76%;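 also: plate controls were DMSO cells for no effect and high antibiotic wells for full effect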
VEEV TC-83 Vero = inhibitors of VEEV TC-83 cytopathic effect, confirmation, Vero cells (AID 588727); Vero cells, VEEV TC-83 cytopathic effect inhibition; higher % means a stronger effect; inhibition, % at 20 µM, or IC50 in µM where a hit was titrated; actives 0.13% (n = 350,000); in the data active = a potency from the dose series; inconclusive = inhibition mostly from about 14% at the one dose, without a potency; inactive = the rest, 99 in 100 with inhibition below about 12%; also: strong numbers were not always called active
Salmonella PhoP GFP = PhoP regulon inhibitors, Salmonella typhi PhoP promoter GFP reporter, confirmatory (AID 1850); Salmonella Typhi PhoP-promoter GFP reporter, fluorescence, 4 h; higher % means a stronger effect; inhibition, % at 50 µM, or IC50 in µM where a hit was titrated; actives 0.33% (n = 310,000); in the data active = a potency from the dose series; inconclusive = inhibition mostly from about 25% at the one dose, without a potency; inactive = the rest, 99 in 100 with inhibition below about 19%;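 also: 0% = induced wells with vehicle and 100% = uninduced wells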
H1N1 NS1A inhibition = NS1A inhibition, H1N1 influenza, cell based functional assay (AID 504329) | NS1A functional cell-based assay, percent inhibition; higher % means a stronger effect | inhibition, % at 12.5 µM, or IC50 in µM where a hit was titrated | actives 0.3% (n = 340,000); in the data active = a potency from the dose series; inconclusive = inhibition above about 27% without an active follow-up result; also: strong numbers were not always called active
VEEV TC-83 Vero 10K pilot screen = second read-out of VEEV TC-83 Vero, no call of its own (marks repeat the call); inhibition, %; measured here: 10K pilot screen inhibition
The depositor's hits bear a star; i = inactive; ? = inconclusive; nt = not tested or not shown.

SMILES	M. tuberculosis HTS	tuberculosis growth	VEEV TC-83 Vero	Salmonella PhoP GFP	H1N1 NS1A inhibition	others
Cn1c(=O)c2cc(S(=O)(=O)NCCC(=O)Nc3ccc(Cl)cc3)ccc2n(C)c1=O	-1%	-14%	3.4%	-6%	-3%
CC(C)(C)c1ccc(C(=O)Nn2c(CCC(=O)O)ccc2-c2cccs2)cc1	-13%	13%	0.8%	6%	17%	VEEV TC-83 Vero 10K pilot screen=1.5
COC(=O)c1ccc(N2C(=O)C3CC(C)=C(C)CC3C2=O)cc1 (stereo not drawn)	-4%	6%	0.6%	1%	-9%
CC(C)[C@H](NC(=O)c1ccccc1)C(=O)OCC(=O)N1CCN(C(=O)c2ccco2)CC1	5%	-3%	1.0%	-1%	7%
N/C(=N\OC(=O)c1cccc(Cn2cc(C(F)(F)F)ccc2=O)c1)c1ccc(Cl)cc1	18%	14%	7.3%	-3%	nt
CN(C)CCCn1c2c(c(SCC(=O)Nc3nccs3)nc1=O)CCC2	-8%	-10%	0.7%	-3%	-4%
COc1cccc(NC(=O)C2CCN(S(=O)(=O)c3ccccc3)CC2)c1	-2%	7%	5.0%	-1%	4%
CCN(CC)S(=O)(=O)c1cccc(NC(=O)c2cncc(Br)c2)c1	-3%	16%	2.6%	1%	-15%
CCOc1ccc(NC2=CC(=O)CCC2)cc1	?	10%	0.2%	1%	-9%
CCOC(=O)C1=C(COC(=O)/C=C/c2cccc(Cl)c2)NC(=O)NC1C (stereo not drawn)	15%	-7%	0.7%	3%	-1%
COc1cccc2sc(NNC(=O)COc3ccccc3)nc12	4%	-3%	0.9%	-19%	-5%
COc1ccc(NC(=O)NCCCN2CCCC2=O)cc1	-2%	-2%	0.2%	-7%	8%
CCOC(=O)C1CCN(C(=O)c2ccc(N3CCCC3=O)cc2)CC1	-12%	-6%	0.7%	nt	-11%
CN(/N=C/c1cc([N+](=O)[O-])ccc1O)c1ccccc1	-5%	-4%	0.8%	-4%	-5%
O=C(NC1CCCCCCC1)C1CCN(c2nc3ccccc3o2)CC1	27%	33%	i	2%	28%
Cc1cc(C)n(C(=O)c2ccc(C)c(F)c2F)n1	-5%	-22%	0.8%	1%	-5%
Cc1cc(C(=O)NN=Cc2ccc(-c3ccc(F)cc3)o2)c(C)o1	4%	39%	9.5%	nt	6%
CCc1nc(OCc2ccco2)c2sc3nc4c(cc3c2n1)COC(C)(C)C4	17%	29%	4.5%	3%	0%
O=C(NNC(=O)c1cccs1)c1ccncc1	8%	9%	0.7%	6%	-3%
OC[C@@H]1[C@@H](c2ccc(Cl)cc2)C(c2ccc(F)cc2)=NN1c1ccccc1	nt	nt	i	nt	-29%
CN(Cc1ccsc1)C(=O)Cn1cc(Br)ccc1=O	7%	-4%	i	8%	5%
Cc1cccc(-c2noc(CCC(=O)NCCc3ccccc3)n2)c1	9%	37%	1.1%	1%	-19%
Cc1cccc(C)c1N1CCN(CCn2c(=S)[nH]c3ccccc3c2=O)CC1	7%	0%	1.3%	1%	-1%
CCOC(=O)/C=C1/SCC(=O)N1CC(=O)Nc1ccccc1OC(F)F	nt	nt	1.6%	nt	-9%
CC(C)(C)c1ccc(OCCNC(=S)NC(=O)c2cccnc2)cc1	19%	36%	i	-6%	-7%
COc1cc(-c2c(C#N)c(=O)[nH]c3c2c(C)nn3-c2ccccc2)ccc1O	51%	52%	1.6%	-2%	-8%
C=CCN(c1ccc(C(=O)N2CCN(c3ccc(F)cc3)CC2)cc1)S(C)(=O)=O	9%	8%	0.1%	6%	1%
CCCCNC(=O)CN1C(=O)COc2ccc(S(=O)(=O)N3CCCCCC3)cc21	6%	7%	3.1%	5%	5%
COc1ccc(Cn2nnnc2CN2CCc3ccccc32)cc1	2%	17%	0.9%	15%	3%
CCOCC(=O)NC1CCc2cc(OC(=O)COCC)c(OC)c(OC)c2-c2ccc(SC)c(=O)cc21 (stereo not drawn)	nt	nt	10%	nt	-22%
COc1cccc(C(=O)N(Cc2ccco2)c2c(N)n(Cc3ccccc3)c(=O)[nH]c2=O)c1	-1%	6%	1.9%	nt	-7%
CC1(c2ccc(OCC(N)=O)cc2)NC(=O)NC1=O (stereo not drawn)	-2%	-10%	2.1%	-10%	-3%
O=C(NCc1ccccc1)C1(c2ccccc2)CCN(S(=O)(=O)c2ccccc2)CC1	nt	nt	i	3%	9%	VEEV TC-83 Vero 10K pilot screen=3.5
COc1cc(/C=C(/C#N)C(=O)Nc2ccccc2)c(Br)cc1OCc1ccc(C(=O)O)cc1	15%	14%	i	24%	-3%
O=C(NCC1CCCO1)c1cncc(Br)c1 (stereo not drawn)	-4%	-6%	1.2%	-8%	-11%
O=C(NCCN1CCOCC1)/C(=C/c1ccc(Cl)cc1)NC(=O)c1ccccc1	0%	-7%	i	0%	-4%
CCOc1ccc(NC(=O)C2CCCN2C(=O)Oc2ccccc2)cc1 (stereo not drawn)	0%	6%	1.7%	-3%	-5%
CN(CCO)c1cc(N2CCC3(CC2)OCCO3)c2nonc2c1[N+](=O)[O-]	-11%	13%	3.9%	-3%	3%
CCC(Sc1nc(N)c(NC(=O)c2ccc(Br)o2)c(=O)[nH]1)C(=O)O (stereo not drawn)	-18%	-8%	1.1%	-8%	-7%
Cc1nc2ccccc2nc(=O)c1NNc1ccc([N+](=O)[O-])cc1	?	28%	9.6%	-1%	-3%

5 entries drawn at random from those above:
SMILES	M. tuberculosis HTS	tuberculosis growth	VEEV TC-83 Vero	Salmonella PhoP GFP	H1N1 NS1A inhibition	others
C=CCN(c1ccc(C(=O)N2CCN(c3ccc(F)cc3)CC2)cc1)S(C)(=O)=O	9%	8%	0.1%	6%	1%
CC1(c2ccc(OCC(N)=O)cc2)NC(=O)NC1=O (stereo not drawn)	-2%	-10%	2.1%	-10%	-3%
O=C(NCc1ccccc1)C1(c2ccccc2)CCN(S(=O)(=O)c2ccccc2)CC1	nt	nt	i	3%	9%	VEEV TC-83 Vero 10K pilot screen=3.5
COc1cc(/C=C(/C#N)C(=O)Nc2ccccc2)c(Br)cc1OCc1ccc(C(=O)O)cc1	15%	14%	i	24%	-3%
O=C(NCCN1CCOCC1)/C(=C/c1ccc(Cl)cc1)NC(=O)c1ccccc1	0%	-7%	i	0%	-4%

Next part
SMILES	M. tuberculosis HTS	tuberculosis growth	VEEV TC-83 Vero	Salmonella PhoP GFP	H1N1 NS1A inhibition	others
Cc1cc(Nc2ccc(Br)cc2)nc2ccccc12	28%	21%	i	-1%	-1%
COc1cccc2sc3ccc(C#CC4(N)CCCCC4)cc3c(=O)c12	62µM*	77%	5.7%	10%	10%
Cc1ccc(NC(=O)COC(=O)CCn2c(C)csc2=O)c([N+](=O)[O-])c1	-5%	-9%	7.2%	0%	-1%
COc1ccc(OCC(=O)Nc2ccccc2C(=O)NC(C)C)cc1	5%	30%	0.2%	0%	-6%
O=C1c2cccc3cccc(c23)C(=O)N1Cc1ccccc1	1%	-1%	0.1%	-5%	-8%
C=CCc1cccc(CNc2nc3ccccc3n2C)c1O	13%	37%	1.9%	-7%	-5%
O=C1NC(=O)/C(=C\c2ccc(Cl)nc2)S1	3%	70%	i	-3%	11%
O=C(CCCCCNC(=O)N1CCn2c1nc1ccccc12)NCc1ccc(F)cc1	6%	24%	1.4%	6%	2%
CC1=NN(c2nc(-c3ccc(F)cc3)cs2)C(=O)C1	13%	-20%	2.9%	4%	5%
CCCN1CCN(c2ncnc3scc(C4COc5ccccc5O4)c23)CC1 (stereo not drawn)	-7%	6%	6.2%	0%	-15%
Cc1ccc(CNC(=O)C2CC(c3ccc([N+](=O)[O-])cc3)=NO2)cc1 (stereo not drawn)	13%	62%	0.4%	-1%	-6%
CCCc1cnc(NCCNCC(O)COc2ccc(Cl)c(Cl)c2)nc1 (stereo not drawn)	17µM*	?	3.0%	23%	1%
CCCCn1ccc(O)c(Cc2ccc(F)cc2)c1=O	-4%	-21%	2.7%	-3%	0%
O=C(NC(=S)Nc1cccc(Cl)c1)c1cncc(Br)c1	-1%	76%	0.9%	-1%	nt
CS(=O)(=O)c1cccc(C(=O)Nc2cccc(S(=O)(=O)N3CCCC3)c2)c1	nt	nt	6.7%	nt	-7%
CC(C)(C)c1ccc(N=C2SCC(=O)N2Cc2cccs2)cc1	29%	21%	1.1%	-5%	0%
C=C(c1ccccc1C)[n+]1ccccc1	2%	15%	i	-2%	-4%
COc1ccc(C(=O)NC(C(=O)N2CCc3ccccc32)C(C)C)cc1 (stereo not drawn)	3%	-19%	1.4%	-7%	7%
O=C(CSc1nc2cc(Cl)ccc2s1)NCc1ccc2c(c1)OCO2	6%	65%	1.5%	-3%	4%
O=C(/C=C/c1ccc(F)cc1)NCCCn1ccnc1	4%	3%	i	1%	-15%

In the list so far, 3 have a COOH group.
SMILES	M. tuberculosis HTS	tuberculosis growth	VEEV TC-83 Vero	Salmonella PhoP GFP	H1N1 NS1A inhibition	others
CC(C)(C)c1ccc(C(=O)Nn2c(CCC(=O)O)ccc2-c2cccs2)cc1	-13%	13%	0.8%	6%	17%	VEEV TC-83 Vero 10K pilot screen=1.5
COc1cc(/C=C(/C#N)C(=O)Nc2ccccc2)c(Br)cc1OCc1ccc(C(=O)O)cc1	15%	14%	i	24%	-3%
CCC(Sc1nc(N)c(NC(=O)c2ccc(Br)o2)c(=O)[nH]1)C(=O)O (stereo not drawn)	-18%	-8%	1.1%	-8%	-7%

(continued)
SMILES	M. tuberculosis HTS	tuberculosis growth	VEEV TC-83 Vero	Salmonella PhoP GFP	H1N1 NS1A inhibition	others
NC(=O)CSc1nc2scc(-c3ccc(Cl)cc3)c2c(=O)n1Cc1ccccc1	4%	11%	0.4%	-8%	5%
Cc1ccc(CNC(=O)Cn2ncn3cccc3c2=O)cc1	-9%	-11%	0.2%	-7%	-2%
CCCc1nnc(NC(=O)C2CC(=O)N(CCc3ccc(F)cc3)C2)s1 (stereo not drawn)	3%	4%	i	6%	6%
CCCCn1nc(C(=O)O)ccc1=O	4%	-5%	1.5%	11%	-9%
CCc1nnc2sc(-c3ccc(NC(=O)c4ccc5c(c4)OCCO5)cc3)nn12	5%	20%	13%	-5%	-2%
O=C(Nc1nccs1)C1CC=CCC1 (stereo not drawn)	-2%	-1%	i	-4%	5%
Cc1ccc(SCc2cn3ccccc3n2)cc1	-21%	39%	0.9%	12%	-1%
C=CCN1C(=O)C2(OCCCO2)c2cc(C)ccc21	6%	-15%	i	-5%	-10%
CCOC(=O)c1c(CSc2ccccc2)n(C)c2ccc(O)c(CN3CCN(C)CC3)c12	-1%	34%	8.5%	15%	-11%
CCCCc1ccc(NS(=O)(=O)c2c(C)n(C)c(=O)n(C)c2=O)cc1	3%	i	1.8%	2%	-3%
O=C(O)CN1CCCC1=Nc1ccccc1	nt	nt	2.6%	-8%	-1%
CN(C)C(=O)Cn1cc(S(=O)(=O)Cc2ccccc2)c2ccccc21	1%	-3%	1.0%	3%	4%
